High-throughput results (PubChem)
MEP2 TOR yeast = yeast TOR pathway MEP2-GFP modulation. S. cerevisiae MEP2-GFP strain, flow cytometry GFP, 3 h; 100% = DMSO control level. GFP response vs DMSO, % at 10 µM. 330,000 compounds, 0.51% hits;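 active = GFP response versus DMSO above a set limit, roughly screen mean plus 3 SD, cut at about 180% in these data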;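 also: median GFP fluorescence of the barcode-gated MEP2-GFP cells per well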
RPL19A-GFP yeast = yeast TOR pathway RPL19A-GFP modulation; S. cerevisiae RPL19A-GFP strain, flow cytometry, 3 h; active compounds read low; percent response vs DMSO, % at 10 µM; 330,000 compounds, 0.3% hits; AID 2025;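 active = percent response vs DMSO below 50%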;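 also: median channel GFP fluorescence of the barcoded RPL19A-GFP strain; ratio of sample median GFP to plate DMSO average so 100% = DMSO; lower means less RPL19A-GFP as with rapamycin TOR inhibition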
procasp7 counter = activates human procaspase-7, counter-screen for procaspase-3 activators | recombinant procaspase-7, Ac-DEVD-pNA absorbance 405 nm; D23A/D198A/D206A triple mutant, cannot self-cleave; scale: DMSO 0, 5 µM enzyme 100 | P55210 | AID 463210 | 330,000 compounds, 0.093% hits | activation, % at 8.5 µM;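 active = percent activation above the screen-wide mean plus 3 SD, cut at about 25% in these data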
Target sequence (P55210 whole entry D23A/D198A/D206A): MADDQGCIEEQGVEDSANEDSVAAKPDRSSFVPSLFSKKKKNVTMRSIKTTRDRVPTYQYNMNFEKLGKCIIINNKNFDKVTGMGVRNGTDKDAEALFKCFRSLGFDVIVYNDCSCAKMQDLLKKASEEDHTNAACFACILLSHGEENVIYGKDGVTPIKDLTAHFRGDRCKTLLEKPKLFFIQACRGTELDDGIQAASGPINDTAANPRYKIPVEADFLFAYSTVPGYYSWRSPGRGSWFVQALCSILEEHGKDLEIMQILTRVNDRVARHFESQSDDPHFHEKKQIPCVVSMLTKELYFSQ
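System: Procaspase-7 triple mutant (PC-7 D3A); measure: % activation from two-timepoint absorbance difference, scaled to controls; times: 1 h compound preincubation, 2 h substrate cleavage, 25 °C; also added: Ac-DEVD-pNA substrate, 400 µM as added; measured by: Epi-absorbance of released pNA at 405 nm, two timepoints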
AHR activator = human AHR activation. AID 2796. P35869. AHR-responsive luciferase reporter cells, luminescence. activation, % at 5 µM. 320,000 compounds, 2.5% hits; in the data active = activation above about 47%;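 also: 0% = vehicle wells and 100% = reference agonist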
Yeast superoxide = caloric restriction mimetics inhibiting age-related superoxide in yeast; S. cerevisiae aged cells, superoxide DHE fluorescence; active compounds read low; superoxide response (% of plate mean), % at 10 µM; 330,000 compounds, 0.18% hits;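 active = superoxide response under a set limit, about three screen SD below normal, cut at about 65% in these data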;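 also: yeast aged for seven days with compound at 30 °C before DHE staining; 100% = average MFI of all compound-treated wells on the plate with controls excluded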
LAP4 TOR yeast = modulators of TOR pathway LAP4-GFP in S. cerevisiae. S. cerevisiae LAP4-GFP multiplex, flow cytometry GFP, 3 h; median GFP as percent of DMSO wells. GFP response vs DMSO, % at 10 µM. 320,000 compounds, 0.34% hits. AID 2023;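 active = GFP response vs DMSO above a set limit, about the screen mean plus 3 SD, cut at about 150% in these data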
JMJD2C inh = inhibitors of human GASC-1 (JMJD2C) demethylase | Q9H3R0 | inhibition, % at 2.35 µM | GST-JMJD2C(1-420) H3K9me3 demethylation, DELFIA europium | AID 2099 | 330,000 compounds, 0.069% hits;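 active = more than half of a compound's replicate wells show inhibition beyond 50%, single wells judged on their own value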;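 also: signal counts dimethyl H3K9 product captured on neutravidin plate; 0% = median of DMSO wells and 100% = 0.3 times that DMSO median; strong numbers were not always called active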
Target sequence (Q9H3R0 1-420 limits assumed): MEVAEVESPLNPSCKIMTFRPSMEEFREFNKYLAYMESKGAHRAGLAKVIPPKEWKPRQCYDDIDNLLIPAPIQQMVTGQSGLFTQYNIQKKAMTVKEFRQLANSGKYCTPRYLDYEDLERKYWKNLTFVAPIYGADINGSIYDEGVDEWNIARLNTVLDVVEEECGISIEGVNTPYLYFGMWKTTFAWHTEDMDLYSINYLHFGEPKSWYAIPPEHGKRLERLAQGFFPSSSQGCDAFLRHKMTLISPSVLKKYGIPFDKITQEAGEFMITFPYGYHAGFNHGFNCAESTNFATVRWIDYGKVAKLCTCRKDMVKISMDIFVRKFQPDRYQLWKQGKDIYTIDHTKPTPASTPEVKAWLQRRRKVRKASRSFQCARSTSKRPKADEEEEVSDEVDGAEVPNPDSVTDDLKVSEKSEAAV
procasp3 activ = activators of human procaspase-3; recombinant procaspase-3 D3A, Ac-DEVD-pNA absorbance 405 nm; activation, % at 8.5 µM; 330,000 compounds, 0.11% hits; AID 463141;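 active = activation above the mean of all tested compounds plus 3 SD, cut at about 21% in these data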;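 also: 0% = DMSO alone and 100% = DMSO wells spiked with extra 5 µM PC-3 D3A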
Target sequence (P42574 whole entry D9A/D28A/D175A): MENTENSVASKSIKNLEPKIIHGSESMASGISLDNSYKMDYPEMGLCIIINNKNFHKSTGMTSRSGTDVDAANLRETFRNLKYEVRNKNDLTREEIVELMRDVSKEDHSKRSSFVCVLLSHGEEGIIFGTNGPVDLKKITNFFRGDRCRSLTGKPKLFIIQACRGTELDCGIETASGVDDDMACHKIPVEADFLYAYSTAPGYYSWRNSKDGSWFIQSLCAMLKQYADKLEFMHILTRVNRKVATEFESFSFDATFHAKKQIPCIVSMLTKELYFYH
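Test system: Procaspase-3 D3A mutant, all three cleavage aspartates alanine | Dosing: Single dose, 8.5 µM nominal compound, 0.8% DMSO | Schedule: 1 h preincubation, 2 h reaction | Technique: 405 nm absorbance of p-nitroaniline, reads at 0 and 120 min | Repeats: One well per compound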
Numbers without * were called inactive; . = not tested or not shown; & = joins results of further samples. This is a random part of the collection (roughly 3.8% active in at least one column).

SMILES	MEP2 TOR yeast	RPL19A-GFP yeast	procasp7 counter	AHR activator	Yeast superoxide	LAP4 TOR yeast	JMJD2C inh	procasp3 activ
CCOC(=O)c1ccc2ncc(C(=O)OCC)c(NCCCN3CCOCC3)c2c1	101.1	103.2	4.2	0.1	84.8	101.3	-4.6	5.8
CSc1ccccc1C(=O)Nc1ncn[nH]1	116.9	100.7	-0.7	13.3	100.4	99.0	0.4	6.2
CCCOc1cc(C)c(S(=O)(=O)n2ccc(C)n2)cc1C	93.7	93.1	14.8	0.8	96.2	97.2	11.0	-5.2
Cc1ccc(-n2ncc3c(N4CCCC(C)C4)ncnc32)c(C)c1 (stereo not given)	110.6	102.5	6.1	19.0	97.4	101.0	6.9&166.6	-0.8
CC(C)CN(C(=O)COC(=O)COc1ccc2ccccc2c1)c1c(N)n(Cc2ccccc2)c(=O)[nH]c1=O	95.7	89.2	0.4	5.7	101.0	96.2	-1.1	-1.8
O=C(NCCCN1CCCC1=O)c1cccs1	96.3	97.1	5.2	-3.3	102.7	100.4	-3.0	1.4
O=S(=O)(c1ccc(OCc2ccc(Br)cc2)cc1)N1CCOCC1	94.5	95.3	2.5	-0.6	84.8	90.2	4.6	-3.2
NC(=O)c1c(NC(=O)c2ccc(F)cc2)sc2c1CCC2	110.2	103.0	-2.1	173.7*	96.4	95.3	-7.8	2.6
CCn1c(CNC(=O)c2ccco2)nnc1SCCOc1ccccc1	103.0	107.1	-1.9	-0.4	123.9	108.4	-6.3	3.9
Cc1ccc(NC(=O)CN(C)C(=O)c2ccc(C(F)(F)F)cc2)cc1	109.3	106.7	-3.8	23.6	105.4	90.7	13.2	3.5
Cc1cc2occ(CC(=O)N(C)CC(=O)Nc3ccccc3Br)c2cc1C	97.5	96.6	8.5	2.2	102.0	101.6	4.8	1.8
Nn1c(COc2ccccc2F)nnc1SCC(=O)NC1CCCC1	105.0	102.6	10.2	-2.5	109.6	103.0	-3.7	0.2
O=[N+]([O-])c1ccccc1/C=N/NC1=NCCN1	98.3	99.0	-5.0	6.0	92.6	107.2	-7.6	-17.0
COc1ccc(CCNC(=O)CSc2nc3ccccc3o2)cc1	104.7	96.2	9.5	1.2	111.4	108.7	-2.2	-5.1
CC1CCCCC1NC(=O)Cn1cc([N+](=O)[O-])ccc1=O (stereo not given)	96.7	99.4	6.6	5.3	155.2	103.6	-5.1	-2.3
COc1ccc(N2CCN(C(=O)c3ccc4c(=O)n(CC5CCCO5)c(=O)[nH]c4c3)CC2)cc1 (stereo not given)	97.8	93.3	3.9	0.7	110.5	95.4	10.2	-2.4
Cc1c(Cl)cccc1NC(=O)CNC(=O)Cc1n[nH]c(=O)c2ccccc12	101.0	104.2	6.2	2.2	99.6	99.3	-7.2	7.9
COc1ccc(S(=O)(=O)NCC(=O)NCCc2ccc(OC)c(OC)c2)cc1	92.4	92.6	12.0	-2.2	109.3	101.9	3.3	8.2
Cc1cc2oc(C(=O)NC3CCS(=O)(=O)C3)c(C)c2cc1C (stereo not given)	97.8	100.9	9.7	8.6	98.8	97.8	-3.2	0.4
Oc1ccccc1Nc1nc(NCc2ccco2)c2ccccc2n1	98.6	97.9	-2.1	-4.0	103.4	110.1	0.0	4.1
COc1ccccc1NC(=O)COC(=O)CCC1CCCC1	100.0	98.6	-10.8	1.5	66.0	91.4	7.1	6.2
ON=C1/C(=N\O)CC2(C/C1=N/O)OCCO2	94.2	106.4	18.6	-1.0	96.4	89.6	7.8	0.3
Cn1c(=O)oc2cc(S(=O)(=O)NCc3ccccc3)ccc21	93.2	96.9	0.9	1.0	105.3	96.2	12.7	5.8
NS(=O)(=O)c1ccc(CCNC(=O)c2coc3ccccc3c2=O)cc1	116.1	102.8	2.0	0.0	97.9	123.3	-9.8	11.8
COc1ccc(C=NCC2COc3ccccc3O2)cc1OC (stereo not given)	103.5	98.5	12.5	-0.4	89.0	91.3	-0.8	4.5

Part of the list above, in markdown:
| mol | MEP2 TOR yeast | RPL19A-GFP yeast | procasp7 counter | AHR activator | Yeast superoxide | LAP4 TOR yeast | JMJD2C inh | procasp3 activ |
| --- | --- | --- | --- | --- | --- | --- | --- | --- |
| COc1ccc(CCNC(=O)CSc2nc3ccccc3o2)cc1 | 104.7 | 96.2 | 9.5 | 1.2 | 111.4 | 108.7 | -2.2 | -5.1 |
| CC1CCCCC1NC(=O)Cn1cc([N+](=O)[O-])ccc1=O (stereo not given) | 96.7 | 99.4 | 6.6 | 5.3 | 155.2 | 103.6 | -5.1 | -2.3 |

The list goes on:
SMILES	MEP2 TOR yeast	RPL19A-GFP yeast	procasp7 counter	AHR activator	Yeast superoxide	LAP4 TOR yeast	JMJD2C inh	procasp3 activ
CC(C)C(NC(=O)c1ccc(F)cc1)C(=O)N1CCC1 (stereo not given)	101.3	97.0	-10.5	3.5	117.9	94.6	.	-1.8
C=CCSc1nnc(NC(=O)C2=COCCO2)s1	105.0	102.6	5.0	8.3	107.1	98.7	-7.2	-2.7
COc1ccc(CCNC(=O)CSc2n[nH]c(N)n2)cc1	100.9	101.4	-0.7	1.2	87.5	97.9	3.3	3.2
CCO[C@H]1OC(C(N)=O)=C[C@@H](C)[C@@H]1CCCO	86.4	99.5	11.8	0.2	98.9	100.7	3.2	4.2
Cc1ccc(NC(=O)CCc2c(C)nn(-c3ccc(N4CCOCC4)nn3)c2C)cc1	95.0	100.2	8.7	3.9	83.5	87.9	9.7	-7.3
Cc1ccc(C(=O)NNC(=O)c2cc(OCC(F)(F)F)ccc2OCC(F)(F)F)cc1	97.3	101.2	16.6	1.3	92.6	98.9	9.5	9.1
OCCOCCOc1cccc2[nH]ccc12	108.7	107.8	-10.6	6.9	89.4	96.7	-16.4	5.2
CC1CCN(C(=O)c2cc(Cl)nc3ccccc23)CC1	94.9	100.7	-4.1	8.5	98.5	92.3	16.5	0.4
Cc1ccc(NC(=O)CC2NCCN(Cc3ccccc3)C2=O)cc1 (stereo not given)	100.8	98.0	1.2	4.7	107.5	105.4	-5.7	4.1
CCOc1ccc(OCC)c(NC(=O)CCS(=O)(=O)c2ccc(C)cc2)c1	109.6	99.7	5.8	10.2	106.2	101.7	-8.4	-2.1
Cc1ccc(N(CC(=O)NCc2ccccc2)C(=O)c2csnn2)c(C)c1	93.5	96.5	-1.4	0.8	101.7	101.9	2.6	1.9
O=C(NN1C(=O)C2C3C=CC(C4CC34)C2C1=O)c1ccc(Cl)cc1Cl (stereo not given)	99.8	99.5	5.0	0.2	104.1	98.4	-6.0	-0.8
OC(COc1ccc(OCC(O)CN2CCCCC2)cc1)CN1CCCCC1 (stereo not given)	101.2	99.2	-2.2	2.0	104.4	90.1	-8.2	0.8
O=C(Cc1ccccc1F)NC1CCSc2ccccc21 (stereo not given)	99.7	95.6	-1.5	25.6	80.8	74.3	-5.2	-2.1
COc1ccc2c(CC(=O)OCC(=O)Nc3sc4c(c3C#N)CCC(C)C4)coc2c1 (stereo not given)	118.7	107.2	1.9	6.7	94.8	99.9	-5.3	3.6
C1=C(CCNCC2CCCCC2)CCCC1	101.0	101.4	-0.1	-2.3	89.3	98.7	-12.5	3.0
CCc1nnc(NC(=O)CN2CCN(Cc3ccccc3Cl)CC2)s1	105.4	101.5	5.2	-0.2	99.2	86.5	8.2	3.7
Cc1ccc(CC(=O)OC(C)C(=O)NC2CCCCC2C)cc1C (stereo not given)	107.7	93.7	-1.1	-2.4	90.4	99.9	-6.2	12.3
Cc1cc(C)nc(Nc2n[nH]c(COc3ccc(Cl)cc3)n2)n1	103.2	100.1	-0.4	4.7	98.9	91.3	-2.2	14.6
O=C(NCCCN1CCCC1=O)Nc1ccccc1F	87.3	96.7	0.0	5.7	102.8	84.9	-6.7	1.0
CCc1cccc(NC(=O)c2ccc(CNc3c(N4CCCC4)c(=O)c3=O)cc2)c1	93.8	99.5	2.4	-0.6	92.6	112.3	6.1	-2.6
COc1ccc(CC(=O)NC2CCN(CC(=O)N3CCCc4ccccc43)CC2)cc1OC	106.1	109.6	0.1	-1.1	90.8	101.9	3.3&1.6	0.0
COc1cccc2c(=O)n(CC(=O)N3CCCCC3)ccc12	109.0	102.7	-3.0	9.4	80.2	109.9	-2.7	2.8
Cc1ccc(C)c(NC(=O)CN(C)C(=O)Cn2c(=O)oc3ccccc32)c1	114.3	109.6	10.5	9.5	93.3	112.9	20.4	-4.3
N#CCSc1nc2ccccc2c(=O)n1CCC(=O)NC1CCCCC1	97.4	102.5	6.3	-2.0	92.8	95.9	-1.3	3.1
O=C(NCc1nnc(SCC(=O)N2CCCC2)o1)c1ccco1	95.3	100.2	9.6	5.2	98.7	91.6	57.2	-1.2
Nc1[nH]ncc1C(=O)Nc1cccc(C(F)(F)F)c1	110.3	93.9	8.1	90.7*	97.3	99.0	10.9	-4.7

Grouped by structure, the compounds so far containing an NH in an aromatic ring (8)
SMILES	MEP2 TOR yeast	RPL19A-GFP yeast	procasp7 counter	AHR activator	Yeast superoxide	LAP4 TOR yeast	JMJD2C inh	procasp3 activ
CSc1ccccc1C(=O)Nc1ncn[nH]1	116.9	100.7	-0.7	13.3	100.4	99.0	0.4	6.2
CC(C)CN(C(=O)COC(=O)COc1ccc2ccccc2c1)c1c(N)n(Cc2ccccc2)c(=O)[nH]c1=O	95.7	89.2	0.4	5.7	101.0	96.2	-1.1	-1.8
COc1ccc(N2CCN(C(=O)c3ccc4c(=O)n(CC5CCCO5)c(=O)[nH]c4c3)CC2)cc1 (stereo not given)	97.8	93.3	3.9	0.7	110.5	95.4	10.2	-2.4
Cc1c(Cl)cccc1NC(=O)CNC(=O)Cc1n[nH]c(=O)c2ccccc12	101.0	104.2	6.2	2.2	99.6	99.3	-7.2	7.9
COc1ccc(CCNC(=O)CSc2n[nH]c(N)n2)cc1	100.9	101.4	-0.7	1.2	87.5	97.9	3.3	3.2
OCCOCCOc1cccc2[nH]ccc12	108.7	107.8	-10.6	6.9	89.4	96.7	-16.4	5.2
Cc1cc(C)nc(Nc2n[nH]c(COc3ccc(Cl)cc3)n2)n1	103.2	100.1	-0.4	4.7	98.9	91.3	-2.2	14.6
Nc1[nH]ncc1C(=O)Nc1cccc(C(F)(F)F)c1	110.3	93.9	8.1	90.7*	97.3	99.0	10.9	-4.7
